USP1-UAF1 inh: inhibitors of human USP1/UAF1 deubiquitinase | AID 743255 | O94782 | Potency, µM (doses to about 57.1 µM), for inactives: at the highest dose activity change, negative = inhibition, most hits filed as inhibitors | recombinant USP1/UAF1, Ub-Rhodamine cleavage fluorescence | hit rate 0.23% among 390,000; also: potency is read from the fitted curve at half-maximal effect; % is scaled to controls: 0 for no effect and ±100 for the full control effect; nearly all actives have a fitted effect of over 60% in size; inactives centre near -12
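USP1/UAF1 complex at 1 nM was preincubated with compound for 15 min at room temperature, then Ub-Rho substrate (150nM final) was added. Fluorescence (480/540 nm) was read kinetically, 6 reads every 60 seconds.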
mIDH1 inhibitor: blocks human mutant IDH1 R132H enzyme; IDH1-R132H enzyme, NADPH consumption, diaphorase/resazurin fluorescence; Potency, µM (titrated, usually from 76.6 µM), without a hit: at the top dose activity change, negative = inhibition, actives largely listed as inhibitors; hit rate 0.093% among 390,000; AID 602179; also: potency is read from the fitted curve at half-maximal effect; % is scaled to controls: 0 for no effect and ±100 for the full control effect; nearly all actives have a fitted effect of over 65% in size
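IDH1-R132H (0.5 ug/mL dispensed) in pH 7.5 Tris buffer was preincubated 30 min with compound, then given a substrate mix of 0.016 mM NADPH and 2 mM alpha-KG for 80 min at room temperature; remaining NADPH was read by diaphorase/resazurin fluorescence.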
TrxR1 inh: rat TrxR1 inhibition; O89049; recombinant rTrxR1, NADPH fluorescence consumption, selenite substrate; Potency, µM (doses to about 114 µM), without a hit: at the highest dose activity change, negative = inhibition, most hits filed as inhibitors; hit rate 1% among 390,000; AID 588453; also: potency is read from the fitted curve at half-maximal effect; % is scaled to controls: 0 for no effect and ±100 for the full control effect; nearly all actives have a fitted effect of over 65% in size
Target sequence (O89049 whole entry, looked up): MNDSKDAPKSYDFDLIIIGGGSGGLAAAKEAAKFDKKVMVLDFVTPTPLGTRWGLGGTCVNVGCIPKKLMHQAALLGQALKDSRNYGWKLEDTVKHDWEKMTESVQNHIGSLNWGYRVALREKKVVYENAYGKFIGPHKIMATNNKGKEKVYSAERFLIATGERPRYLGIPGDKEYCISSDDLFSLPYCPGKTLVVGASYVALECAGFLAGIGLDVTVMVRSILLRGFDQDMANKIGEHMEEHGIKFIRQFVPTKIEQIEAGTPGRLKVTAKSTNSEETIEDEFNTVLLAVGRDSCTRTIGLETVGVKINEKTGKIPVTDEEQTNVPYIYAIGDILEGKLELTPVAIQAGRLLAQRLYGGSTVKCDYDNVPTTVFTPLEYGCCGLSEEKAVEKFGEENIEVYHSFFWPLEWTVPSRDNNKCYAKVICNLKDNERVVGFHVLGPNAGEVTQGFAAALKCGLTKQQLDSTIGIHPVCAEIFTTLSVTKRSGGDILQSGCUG
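Rat TrxR1 (90 nM in the dispensed reagent) was pre-reduced with 400 uM NADPH for 5 min at room temperature, then incubated with compound for 15 min. After 400 uM selenite was added, NADPH fluorescence (Ex 340/Em 450 nm) was followed for 8 min.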
TRHR ag: agonists of human TRH receptor; activation, % at 2 µM; hit rate 0.18% among 360,000; TRHR cells, calcium flux fluo-8, FDSS agonist mode; P34981; in the data active = activation above about 30%; also: 0% is about no effect
Target sequence (P34981 whole entry, looked up): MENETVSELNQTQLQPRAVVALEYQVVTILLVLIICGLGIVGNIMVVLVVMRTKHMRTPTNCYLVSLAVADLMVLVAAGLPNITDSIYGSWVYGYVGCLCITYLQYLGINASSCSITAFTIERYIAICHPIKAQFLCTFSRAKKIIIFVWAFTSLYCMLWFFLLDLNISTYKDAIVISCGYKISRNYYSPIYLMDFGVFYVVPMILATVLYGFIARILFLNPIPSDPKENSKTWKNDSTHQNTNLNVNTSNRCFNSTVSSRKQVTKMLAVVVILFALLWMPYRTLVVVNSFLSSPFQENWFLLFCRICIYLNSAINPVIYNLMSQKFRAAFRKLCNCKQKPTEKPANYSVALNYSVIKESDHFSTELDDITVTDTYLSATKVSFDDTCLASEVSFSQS
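In this calcium-flux screen, cells bearing human TRHR are dye-loaded with fluo-8, baselined for 10 cycles, then exposed to library compounds; positive kinetic calcium responses during the agonist phase mark hits, with TRH as control.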
TRHR PAM: allosterically enhances the human TRH receptor. P34981. TRHR cells, fluo-8 calcium fluorescence, EC20 TRH enhancement. enhancement, % at 2 µM. hit rate 0.66% among 360,000. AID 493056; in the data active = enhancement above about 30%; also: 0% is about no effect
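TRHR-expressing cells loaded with fluo-8 calcium dye were read kinetically (ex 480/em 530) during compound addition, then stimulated with an EC20 of TRH (10 nM final). Enhancement of the Gq-mediated intracellular calcium response was scored.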
Pin1 inh: inhibitors of human Pin1. Potency, µM (top dose mostly 115 µM), without a hit: top-dose activity, negative = inhibition, actives largely listed as inhibitors. Pin1 FP peptide displacement, HiFluor488, 10 min. AID 504891. hit rate 0.009% among 390,000. Q13526; active = well fitted inhibition curve with a large enough effect in the polarisation, with a control signal flat, not every such curve was filed as active; inconclusive = small, poorly fitted or top-dose-only effect, or effect the other way, or a change in a side signal; inactive = no such curve, though single readings can be large or run the other way; the % refers to the polarisation; also: potency is read from the fitted curve at half-maximal effect; % is scaled to controls: 0 for no effect and ±100 for the full control effect
D2 antagonist: antagonists of human D2 dopamine receptor; P14416; HEK293 TREx D2 cells, calcium flux, dopamine EC80; inhibition, % at 10 µM; hit rate 2% among 340,000; in the data active = inhibition above about 30%; also: 0% is about no effect
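Antagonism is scored as inhibition of an EC80 dopamine-evoked calcium signal in a force-coupled, tetracycline-inducible HEK293 T-REx D2 line, with compound present 180 s before agonist.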
D2 agonist: activates the human D2 dopamine receptor | HEK293 T-REx D2 cells, calcium flux agonist mode | activation, % at 2 µM | hit rate 0.53% among 340,000 | AID 485358;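 active = activation over 3 SD above normal in the single-dose calcium agonist read, cut at about 30% in these data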; also: 0% is about no effect
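Agonism is scored from calcium flux in a force-coupled, inducible HEK293 cell line expressing D2, read kinetically for 180 s after compound addition against dopamine controls.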
TrxR1 substrate: rat thioredoxin reductase 1 substrate activity. O89049. purified TrxR1 substrate turnover, NADPH consumption readout. Potency, µM (highest dose often 114 µM), for the others: at the highest dose activity change, negative = substrate turnover. hit rate 0.01% among 390,000. AID 588456; also: potency is read from the fitted curve at half-maximal effect; % is scaled to controls: 0 for no effect and ±100 for the full control effect; nearly all actives have a fitted effect of over 50% in size
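Rat TrxR1, dispensed at 90 nM, was prereduced with 400 uM NADPH (final) for 5 min at ~22 deg C, then incubated with compound 15 min before 400 uM selenite. A first-read NADPH fluorescence drop versus no-compound background flagged substrates.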
Numbers without * were called inactive; ? = inconclusive; / = no result given; [ ] = remark or other dose. Unless noted, calls follow the shape of the dose curve; as a rule, active = well fitted inhibition curve with a large enough effect; inconclusive = small, poorly fitted or top-dose-only effect; inactive = no such curve, though single readings can be large or run the other way. The list is partial; the hit share may differ from the screen's.

SMILES	USP1-UAF1 inh	mIDH1 inhibitor	TrxR1 inh	TRHR ag	TRHR PAM	Pin1 inh	D2 antagonist	D2 agonist	TrxR1 substrate
CC(=O)Nc1cc(C(=O)NCc2ccc(F)cc2Cl)ccc1Sc1ccc(Cl)cc1	-26%	-5%	-4%[57.1 µM]	0.6	5	-6%	/	-0.2	-11%[57.1 µM]
CC(=O)Nc1cccc(NC(=O)C2CC(=O)N(c3ccc(C)cc3)C2)c1 (centres undefined)	-1%	-2%	-4%	-0.1	-5	-8%	3	0.8	7%[57.1 µM]
CCN(CC)C(=O)CSc1nc2ccc(NC(=O)CSc3nnc(N)s3)cc2s1	6%	4%	9%	0.1	13	?	1	-0.5	2%
COC(=O)C1=C(C)NC(=O)CC1c1ccc(C(=O)OC)cc1 (centres undefined)	-15%	1%	-7%	0.6	4	-9%	-12	0.4	-9%
CCOC(=O)N1CCC(NC(=O)C2CCN(S(=O)(=O)c3ccc4c(c3)oc(=O)n4C)CC2)CC1	-15%	8%	20%	0.6	21	-3%	2	0.1	2%
COc1ccc(-c2cc(C(F)(F)F)c(C#N)c(SCC(=O)O)n2)cc1OC	/	/	/	0.5	-1	/	14	0.2	/
CC1=NN(C(=O)c2cc(C)nn2C)C(O)(C(F)(F)F)C1 (centres undefined)	-16%	3%	-7%	-0.3	1	-4%	-1	0.8	-6%
CCCCc1nnc(NC(=O)CSc2nc(C)cc(=O)[nH]2)s1	-2%	6%	12%	1.3	29	5%	-5	-1.4	2%
Cc1ccccc1-n1c(CSC(=N)N)nc2ccccc2c1=O	-4%	1%	-9%	0.0	5	15%	9	0.3	4%
CCNC(=O)CC1C(=O)N(c2ccccc2)C(=O)N1CCc1ccc(OC)c(OC)c1 (centres undefined)	-12%	5%	21%	1.2	3	-1%	0	-3.5	2%
CC(Sc1nncn1C)C(=O)NCCC1=CCCCC1 (centres undefined)	?	-5%	14%	/	/	2%	/	/	-3%
CCn1c(=O)c2c(nc3n2CCCN3CCc2ccc(OC)c(OC)c2)n(C)c1=O	-9%	4%	5%[57.1 µM]	-0.2	-7	-3%	3	-0.2	5%[57.1 µM]
C[C@H](CO)N1C[C@H](C)[C@@H](CN(C)C)Oc2c(NS(=O)(=O)c3cn(C)cn3)cccc2C1=O	?	2%	5%	/	/	0%	/	/	1%
Cc1ccc(-c2nc(-c3cc4cccc(OCc5cccc(F)c5)c4oc3=O)no2)cc1	30%[activator]	-6%	8%	0.2	1	?	/	0.4	-4%
CCCN1CCN(C(=O)CCn2c(=O)c3cccn3c3cccnc32)CC1	-6%	-1%	-7%	0.1	-1	3%	4	0.8	-2%
COC(=O)Nc1ccc(S(=O)(=O)N2CCCC(C(=O)N3CCC(C)CC3)C2)cc1 (centres undefined)	-10%	10%	14%	0.3	4	-4%	-9	0.2	7%
CCOC(=O)CC(=O)CSc1nc2c(C)c(C)ccc2cc1C	-14%	-1%	6%	0.2	5	6%	6	0.0	5%
C=CCOc1ccc(/C=C2\SC(N)=NC2=O)cc1OC	-19%	-1%	5%	0.3	7	36%[activator]	-43	-0.7	-2%
Cc1nc2c(C)cccc2cc1C(=O)N/N=C/c1cccc([N+](=O)[O-])c1	-11%	5%	13%	0.0	2	1%	6	0.1	0%
O=C(OCc1ccc([N+](=O)[O-])cc1)C1CC(=O)N(Cc2ccccc2)C1 (centres undefined)	-15%	0%	-15%	/	/	4%	/	/	-7%
O=C(NC1CCCCC1)C(c1ccccc1)N(Cc1ccco1)C(=O)c1csnn1 (centres undefined)	-10%	-4%	1%[57.1 µM]	-0.7	-3	-8%	/	/	1%[57.1 µM]
COc1ccccc1NC(=O)CN(c1ccccc1F)S(C)(=O)=O	-5%	1%	-1%[57.1 µM]	1.2	-4	-4%	-7	0.1	6%[57.1 µM]
O=C(Nc1nn[nH]n1)c1cc(-c2ccc(Cl)c(Cl)c2Cl)nc2ccccc12	-3%	0%	17%	-1.4	-6	-9%	-8	0.0	-4%
Cc1oc(-c2ccc(Cl)cc2)nc1CSCC(=O)NCc1ccccc1Cl	-15%	-13%	4%[57.1 µM]	1.6	4	-11%	/	0.3	-7%[57.1 µM]
CCOc1ccc(NC(=S)Nc2cc(C)[nH]n2)cc1	-12%	0%	-7%[57.1 µM]	-0.2	26	-2%	-20	-0.1	8%
COc1ccc(CCC(=O)Nc2ccc(Cn3ccnc3)cc2)cc1	-11%	2%	16%	-0.2	-2	-8%	10	0.7	3%
Cc1cc(/C(=N/O)C(C)(C)NO)ccc1Cl	-23%	7%	3%	0.2	-4	1%	-11	0.3	0%
COc1ccc(C2=NN(CC(=O)NCCCN(C)c3ccccc3)C(=O)CC2)cc1	-10%	6%	15%[57.1 µM]	0.0	1	-2%	/	-1.4	1%[57.1 µM]
CC(=O)CCC(=O)N1CCCC(N2CCN(c3cccc(Cl)c3)CC2)C1 (centres undefined)	-15%	0%	-2%	0.9	-4	-7%	-1	1.1	-8%
Cc1nnc(SCC(=O)Nc2cc(S(C)(=O)=O)ccc2Cl)n1Cc1ccccc1	-20%	-3%	28%	0.3	-2	4%	-20	-1.5	10%
COC(=O)c1ccc(C2=NOC(C)(c3nnc(-c4cccc(Cl)c4)o3)C2)cc1 (centres undefined)	-24%	-11%	24%	/	/	?	/	/	9%
COc1cc(/C=C/C(=O)O)ccc1OS(=O)(=O)c1cc(C)ccc1C	-15%	0%	26%[57.1 µM]	-0.3	-2	-10%	3	1.5	-16%[57.1 µM]
N#Cc1ccc(NC(=O)COC(=O)CCc2ccc(S(=O)(=O)N3CCCCC3)cc2)cc1	-8%	8%	19%	-0.7	-1	55%[activator]	6	0.2	5%
Cc1nn(S(=O)(=O)c2ccc([N+](=O)[O-])cc2)c(C)c1Sc1ccccc1	-12%	19%	5%	/	/	2%	/	/	6%
O=C(NNc1c(Cl)cccc1Cl)c1sccc1Cl	-8%	2%	18%[57.1 µM]	-0.3	-4	0%	-1	-0.1	-19%[57.1 µM]
O=C(/C=C/c1ccco1)Nc1ccc2c(c1)OCCO2	-7%	14%	4%[57.1 µM]	0.3	-1	-5%	6	0.0	2%[57.1 µM]
Cc1ccc2nc(N3CCN(C(=O)c4ccccc4F)CC3)c(C#N)cc2c1	-22%	7%	34%[activator]	/	/	1%	/	/	17%
CCC(NC(=O)CNC(=O)c1ccc2c(c1)OCO2)c1ccc(Br)cc1 (centres undefined)	-13%	1%	10%	1.1	-13	-6%	2	4.4	4%
COc1ccccc1-c1noc(CCC(=O)Nc2ccc(C)cc2C)n1	-17%	9%	5%	-0.9	3	3%	/	-0.7	-5%
CCc1cc2ccccc2nc1Cl	-13%	-12%	-3%	0.0	5	-4%	24	-0.4	7%[57.1 µM]
O=C(Nc1ccc2c3c(cccc13)CC2)c1ccc(Br)o1	-12%	8%	11%	-0.5	8	4%	-24	-1.7	16%
CC(=O)C1=C(O)C(=O)N(c2ccc(O)cc2)C1c1cccc(F)c1 (centres undefined)	0%	-3%	-8%	0.5	-9	-2%	-7	0.2	-7%
Cc1cc(C)nc(/N=C2\NC(=O)CC(C(=O)O)N2c2ccc(Cl)cc2Cl)n1 (centres undefined)	-20%	7%	17%	0.4	2	0%	-7	0.0	4%
COc1ccccc1CC(=O)NCC(c1ccco1)N1CCCCC1 (centres undefined)	-22%	16%	40%[activator][57.1 µM]	1.3	-1	2%	-11	0.5	14%[57.1 µM]
CCn1c2ccccc2c2nnc(SCC(=O)Nc3cc(C)on3)nc21	-24%	6%	10%	-1.1	11	-3%	0	1.2	5%
O=C(CSc1ccc2nnc(CCNS(=O)(=O)c3ccccc3)n2n1)Nc1nc2ccccc2s1	-3%	4%	10%	0.3	1	27%	-22	-0.4	7%
CC(C)CNC(=O)c1cccc(NC(=O)C2CCCO2)c1 (centres undefined)	-8%	11%	-8%	0.5	1	-6%	2	0.4	-4%
COc1ccc(CN(C(=O)c2ccc(C)cc2)c2cccc(N)c2)cc1	19%	-15%	25%[57.1 µM]	-0.2	1	27%	-4	0.2	-24%
O=C(Cc1cccc(NC(=O)C2CCN(C(=O)c3ccccc3)CC2)c1)Nc1cccc(C(=O)N2CCCCC2)c1	-31%	-3%[38.3 µM]	11%	/	/	0%	/	/	1%
CCCCN1C(=O)/C(=C(/C#N)C(=O)N2CCCC2)c2ccccc21	4%	0%	20%	-0.3	3	5%	2	-0.4	-3%
Cc1ccc(NC(=S)N2CCCC(c3nc4ccccc4[nH]3)C2)cc1 (centres undefined)	-24%	-5%	9%	-1.4	1	7%	/	/	-2%
CCn1cc(S(=O)(=O)NCc2ccccc2Br)cn1	-8%	7%	4%	0.2	15	-8%	2	0.1	4%
O=C(CN1CCN(S(=O)(=O)c2ccccc2F)CC1)NC1CCCC1	-23%	2%	18%[11.4 µM]	1.2	-2	0%	-8	0.5	10%[57.1 µM]
